# T cell HTS: modulators of CD8 T cell-vesicle binding, primary screen, mouse 2C CD8+ T cells, flow cytometry; 2C CD8+ T cell-vesicle binding; stronger effect = lower value; 0.068% of 330,000 active; calls only at 7 µM;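 active = response, share of CD8 T cells binding vesicles, and their 90th percentile fluorescence all below set limits, cut at about 80% in these data, passing the limit was not always enough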
#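 Assay system: 2C TCR transgenic mouse naive CD8+ T cells, MACS-purified | Read-out: CD8+ gate FL2 mean fluorescence as % of same-row positive control | Signal: High-throughput flow cytometry with anti-B7-1 and anti-CD8 staining | Timing: Binding step 1.5 h, 37 °C, antibody labelling 20 min, ice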
# KOR beta-arrestin-1: KOR agonists, beta-arrestin recruitment, primary screen, cell-based, luminescence, uHTS (AID 1777). Kappa-type opioid receptor (Homo sapiens). KOR beta-arrestin recruitment, luminescence; higher % means a stronger effect. activation, % at 10 µM, or EC50 in µM where a hit was titrated. 0.02% of 280,000 active; in the data active = activation above about 50%, passing the limit was not always enough; note: a part of the inactive calls stands beside numbers as strong as those of hits
# GPR55 LPI antagonism: GPR55 antagonists blocking LPI-driven arrestin recruitment, primary screen, imaging, U2OS, beta-arrestin-GFP, LPI agonist (AID 2013); U2OS GPR55 beta-arrestin-GFP translocation imaging, LPI antagonism; higher % means a stronger effect; 0.13% of 290,000 active; inhibition, % at 10 µM, or IC50 in µM where a hit was titrated;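 active = spots per cell inhibited over 60%, with over 100 cells counted and total cytoplasm intensity under 500,000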;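 note: U2OS cells stably carrying GPR55 and arrestin-GFP stimulated by 5 µM LPI near EC80; imaged beta-arrestin-GFP aggregate spots per cell after agonist stimulation; plate controls were LPI-stimulated DMSO wells for no effect and DMSO wells without LPI for full effect; some results filed as inactive read as strong as hits; confirmed hits need IC50 under 10 µM and bright autofluorescent wells are also inconclusive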
# KOR beta-arrestin-2: KOR antagonists, beta-arrestin recruitment, cell-based, luminescence, uHTS (AID 1778) | 0.091% of 290,000 active | KOR beta-arrestin recruitment, luminescence, antagonist mode; higher % means a stronger effect | inhibition, % at 10 µM; hits with a dose series show IC50 in µM; in the data active = inhibition above about 50%; note: strong numbers were not always called active
# GPR55 beta-arrestin: GPR55 agonists via beta-arrestin recruitment, primary screen, imaging, U2OS cells, beta-arrestin-GFP redistribution (AID 1961) | G-protein coupled receptor 55 (Homo sapiens) | U2OS GPR55 beta-arrestin-GFP redistribution imaging; higher % means a stronger effect | activation, % at 10 µM; hits with a dose series show EC50 in µM | 0.048% of 290,000 active;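 active = activation above 40% with more than 50 cells counted in the well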;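 note: U2OS osteosarcoma cells stably expressing GPR55 and beta-arrestin-GFP; plate controls were DMSO negative control for no effect and LPI positive control for full effect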
# West Nile antiviral: West Nile virus antiviral activity, cell-based, CPE readout (AID 1621); one-dose CPE inhibition, % at 10 µM; IC50 in µM for titrated hits; 0.02% of 290,000 active; West Nile virus-infected cells, CPE inhibition; higher % means a stronger effect; in the data active = a potency from the dose series; note: strong numbers were not always called active
# NTR1 agonist: agonists of NTR1, primary screen, imaging, U2OS cells, beta-arrestin-GFP, high content (AID 493036); Neurotensin receptor type 1 (Homo sapiens), P30989; NTR1-U2OS beta-arrestin-GFP spot imaging, agonist mode; activation, % at 20 µM; 0.17% of 330,000 active;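 active = activation at or above 40% of the spot to cytoplasm intensity ratio, with at least 20 cells analyzed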;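 note: 0% = DMSO without peptide and 100% = 100 nM NTR1 peptide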
# Target sequence (P30989 whole entry, looked up): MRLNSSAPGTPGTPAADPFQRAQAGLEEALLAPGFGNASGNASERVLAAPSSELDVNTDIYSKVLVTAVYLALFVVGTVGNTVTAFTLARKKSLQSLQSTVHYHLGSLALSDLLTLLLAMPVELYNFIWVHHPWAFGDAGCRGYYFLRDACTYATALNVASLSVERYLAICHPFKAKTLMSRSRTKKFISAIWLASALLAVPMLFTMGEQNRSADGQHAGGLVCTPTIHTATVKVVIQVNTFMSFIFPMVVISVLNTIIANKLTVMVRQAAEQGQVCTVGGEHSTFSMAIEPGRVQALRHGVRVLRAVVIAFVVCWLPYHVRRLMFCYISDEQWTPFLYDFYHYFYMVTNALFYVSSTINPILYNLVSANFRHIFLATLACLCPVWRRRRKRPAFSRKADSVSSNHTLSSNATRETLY
# Salmonella PhoP GFP: inhibitors of PhoP regulon expression, primary screen, Salmonella Typhimurium, GFP reporter (AID 1863); S. Typhimurium PhoP-regulated promoter GFP reporter, 4 h; higher % means a stronger effect; inhibition, % at 50 µM, or IC50 in µM where a hit was titrated; 0.16% of 300,000 active;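 active = inhibition over 29.93%, a cutoff 3 SD above the screen mean, later confirmed by dose response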;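 note: 0% = low Mg2+ inducing control and 100% = high Mg2+ repressing control; strong numbers were not always called active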
# GPR35 antagonists: GPR35 antagonists blocking zaprinast-driven arrestin recruitment, primary screen, imaging, U2OS, beta-arrestin-GFP, zaprinast agonist (AID 2058); G-protein coupled receptor 35 (Homo sapiens); 0.052% of 290,000 active; U2OS GPR35 beta-arrestin-GFP translocation imaging, zaprinast antagonism; higher % means a stronger effect; inhibition, % at 10 µM; hits with a dose series show IC50 in µM;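 active = inhibition of at least 50% with at least 30 cells and total cytoplasm GFP at most 10,000,000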
# T cell HTS vesicle-bound %: also measured in T cell HTS; calls as there; double positive events, %; measured here: CD8+ vesicle-bound cell fraction;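 binding gate set so that unloaded-vesicle control wells show 10% double positive cells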
# NTR1 agonist cell count 20 µM: recorded beside NTR1 agonist, whose call it bears; cell count; measured here: cell count, cytotoxicity flag
# Active calls of the source: *; i = inactive; nt = not tested or not shown; [ ] = dose if it differs, or a comment.
SMILES,T cell HTS,T cell HTS vesicle-bound %,KOR beta-arrestin-1,GPR55 LPI antagonism,KOR beta-arrestin-2,GPR55 beta-arrestin,West Nile antiviral,NTR1 agonist,NTR1 agonist cell count 20 µM,Salmonella PhoP GFP,GPR35 antagonists
Cc1c(C(=O)NC(=S)NCc2cccnc2)oc2ccccc12,i,63,nt,-8%,-6%[20 µM],-0.1%,-0.1%,-0.3,60,-4%,-4%
O=C(Oc1cccnc1)c1cccc(Cl)c1,i,32,-7.6%,6%,-32%,-0.3%,0.1%,2.0,63,-17%,-3%
Fc1ccc(NC(=S)NCc2ccc3c(c2)OCO3)cc1,i,59,-3.9%,8%,11%,0.3%,0.1%,-0.4,72,-5%,0%
Cn1c(O)c(N=NC(=O)Cn2c(C(F)(F)F)nc3ccccc32)c2ccccc21,i,52,-1.2%,8%,27%,0.0%,-1.2%,0.4,63,-8%,-7%
CC(=O)Nc1ccc(NC(=O)c2ccc(COc3ccc(C)cc3)o2)cc1,i,65,-3.8%,5%,-11%,-0.1%,0.3%,2.6,57,3%,-7%
Cc1cc(NC(=O)CSc2nnc(-c3ccccc3)c(-c3ccccc3)n2)no1,i,27,nt,12%,3%[20 µM],0.2%,2.3%,1.5,68,4%,9%
CCOC(=O)C1CCN(C(=O)COC(=O)c2ccc(Br)o2)CC1,i,27,-1.1%,5%,-31%,-0.1%,0.0%,2.9,74,1%,16%
Cc1nc(C)n(C(C)CNC(=O)c2ccco2)n1 (stereo unspecified),i,55,-2.0%,9%,-9%[20 µM],-0.1%,-0.9%,0.3,52,-6%,-18%
O=C(COc1ccc(C(=O)c2ccccc2)cc1)Nc1cccnc1,i,19,-3.2%,-4%,-20%,-0.3%,1.8%,0.5,42,-3%,12%
Cc1cccc(NC(=S)N2CCN(c3ccccc3F)CC2)c1C,i,12,-2.6%,-1%,-1%,0.0%,0.3%,2.6,57,-7%,12%

# In the list so far, six have nitrogen in an aromatic ring:
SMILES,T cell HTS,T cell HTS vesicle-bound %,KOR beta-arrestin-1,GPR55 LPI antagonism,KOR beta-arrestin-2,GPR55 beta-arrestin,West Nile antiviral,NTR1 agonist,NTR1 agonist cell count 20 µM,Salmonella PhoP GFP,GPR35 antagonists
Cc1c(C(=O)NC(=S)NCc2cccnc2)oc2ccccc12,i,63,nt,-8%,-6%[20 µM],-0.1%,-0.1%,-0.3,60,-4%,-4%
O=C(Oc1cccnc1)c1cccc(Cl)c1,i,32,-7.6%,6%,-32%,-0.3%,0.1%,2.0,63,-17%,-3%
Cn1c(O)c(N=NC(=O)Cn2c(C(F)(F)F)nc3ccccc32)c2ccccc21,i,52,-1.2%,8%,27%,0.0%,-1.2%,0.4,63,-8%,-7%
Cc1cc(NC(=O)CSc2nnc(-c3ccccc3)c(-c3ccccc3)n2)no1,i,27,nt,12%,3%[20 µM],0.2%,2.3%,1.5,68,4%,9%
Cc1nc(C)n(C(C)CNC(=O)c2ccco2)n1 (stereo unspecified),i,55,-2.0%,9%,-9%[20 µM],-0.1%,-0.9%,0.3,52,-6%,-18%
O=C(COc1ccc(C(=O)c2ccccc2)cc1)Nc1cccnc1,i,19,-3.2%,-4%,-20%,-0.3%,1.8%,0.5,42,-3%,12%

# Remaining list, next part.
SMILES,T cell HTS,T cell HTS vesicle-bound %,KOR beta-arrestin-1,GPR55 LPI antagonism,KOR beta-arrestin-2,GPR55 beta-arrestin,West Nile antiviral,NTR1 agonist,NTR1 agonist cell count 20 µM,Salmonella PhoP GFP,GPR35 antagonists
O=C(CCCc1ccccc1)NCCC1=CCCCC1,i,43,-1.8%,10%,-1%[20 µM],0.2%,0.3%,0.3,73,-9%,-9%
c1ccc(CSc2nc3ncncc3[nH]2)cc1,i,30,-2.2%,10%,16%,-0.1%,-0.2%,-0.8,47,-11%,-1%
C=CCSC1=N/C(=C\c2sccc2C)C(=O)S1,i,41,3.0%,-3%,-7%,-0.1%,-0.7%,3.1,70,-5%,14%
O=C1CN=C(Nc2ccccc2)N1Cc1cccs1,i,23,2.0%,nt,29%,-0.1%,-0.5%,-0.3,76,8%,6%
COc1ccccc1CC(=O)N1CCC(CCC(=O)NC2CC2)CC1,i,42,6.6%,5%,20%,-0.2%,0.1%,0.2,46,2%,-11%
CC(C)(C)OC(=O)N/N=C/c1cccn1-c1ccc([N+](=O)[O-])cc1,i,27,4.5%,11%,1%,0.2%,-0.4%,0.4,60,-10%,17%
O=C(CCc1ccccc1)NNC(=S)Nc1ccc(F)cc1,i,44,-2.4%,7%,-16%,-0.3%,0.2%,-1.0,49,3%,-14%
CCCCNc1nc(Nc2ccc(C)c(Cl)c2)c2cnn(C)c2n1,i,44,0.0%,-6%,-22%,0.0%,3.4%,28,84,-6%,-6%
C=CCc1ccccc1OCC(=O)O,i,13,3.4%,-2%,-9%,-0.1%,0.1%,0.4,49,3%,14%
CCS(=O)(=O)c1ccc(O)c(NC(=O)COc2ccc(OC)cc2)c1,i,51,0.2%,11%,27%,-0.3%,0.3%,-0.3,43,10%,3%

# Part of the list above in order of SMILES length, smallest number first.
SMILES,T cell HTS,T cell HTS vesicle-bound %,KOR beta-arrestin-1,GPR55 LPI antagonism,KOR beta-arrestin-2,GPR55 beta-arrestin,West Nile antiviral,NTR1 agonist,NTR1 agonist cell count 20 µM,Salmonella PhoP GFP,GPR35 antagonists
O=C(Oc1cccnc1)c1cccc(Cl)c1,i,32,-7.6%,6%,-32%,-0.3%,0.1%,2.0,63,-17%,-3%
COc1ccccc1CC(=O)N1CCC(CCC(=O)NC2CC2)CC1,i,42,6.6%,5%,20%,-0.2%,0.1%,0.2,46,2%,-11%
CCS(=O)(=O)c1ccc(O)c(NC(=O)COc2ccc(OC)cc2)c1,i,51,0.2%,11%,27%,-0.3%,0.3%,-0.3,43,10%,3%

# New compounds follow:
SMILES,T cell HTS,T cell HTS vesicle-bound %,KOR beta-arrestin-1,GPR55 LPI antagonism,KOR beta-arrestin-2,GPR55 beta-arrestin,West Nile antiviral,NTR1 agonist,NTR1 agonist cell count 20 µM,Salmonella PhoP GFP,GPR35 antagonists
Nc1ncc(S(=O)(=O)c2ccc(Cl)cc2)c(N)n1,i,46,2.4%,-2%,-26%,-0.1%,-0.6%,-0.8,81,1%,-10%
Cc1ccc(S(=O)(=O)Nc2ccc3c(c2)nc(C)n3C)cc1,i,16,1.6%,-1%,23%,0.5%,0.2%,1.0,55,-9%,-10%
CCCCN(C)C(=O)c1cc2c(Cl)nc3ccccc3c2s1,i,10,-2.6%,-22%,-28%,-0.1%,-1.1%,8.1,83,-1%,-13%
CC(C)CNC(=O)C(=O)Nc1cc2c3c(c1)CCC(=O)N3CCC2,i,25,4.4%,1%,-27%,-0.2%,0.5%,-1.9,45,-7%,0%
Cc1ccc(C(=O)N2CCN(S(=O)(=O)c3cc(Br)ccc3Br)CC2)o1,i,26,3.1%,6%,4%,-0.1%,-0.6%,1.7,46,-7%,11%
COc1ccc(NC(=O)C(c2ccccn2)N(C(C)=O)c2ccc(C)cc2)cc1 (stereo unspecified),i,42,7.5%,12%,-10%,-0.3%,0.8%,0.3,63,-12%,-4%
CCC(C)OC(=O)C1=C(C)NC2=C(C(=O)C(C(=O)OC)C(C)C2)C1c1ccc(N(C)C)cc1 (stereo unspecified),i,14,-4.3%,2%,-1%,0.2%,-0.1%,0.1,98,-4%,-6%
O=C(Oc1ccccc1)N1CCN(C(=O)c2ccco2)CC1,i,30,8.4%,-14%,-19%,-0.2%,0.2%,0.0,82,4%,-10%
O=C(NC1CCCC1)C(c1ccccc1)N(Cc1cccnc1)C(=O)Cc1cccs1 (stereo unspecified),i,12,4.0%,3%,-11%,0.4%,-1.2%,-0.3,68,-1%,3%
COc1cccc(C2Oc3ccccc3C3CC(c4cccs4)=NN32)c1 (stereo unspecified),i,54,3.7%,12%,-13%,0.0%,0.2%,-1.8,34,-7%,15%
NC(=O)N/N=C1\c2ccccc2-c2c(C(N)=O)cccc21,i,26,-4.8%,-1%,26%,-0.1%,-0.3%,-1.1,86,-1%,-5%
COc1ccccc1-n1c(SCC(=O)N2CCCCC2)nc(O)c(Cc2ccccc2)c1=O,i,28,-2.7%,6%,11%,0.0%,-0.1%,0.3,51,-6%,7%
COc1ccc(-c2nnc3ccc(SCc4ccccc4)nn23)cc1,i,50,-2.6%,8%,-2%,0.3%,nt,8.3,93,-1%,8%
COc1cc(CN2CCNC(=O)C2CC(=O)O)cc(OC)c1 (stereo unspecified),i,62,nt,12%,-7%[20 µM],-0.1%,-0.8%,-0.6,46,3%,9%
CCOC(=O)C(NC(=O)CC)(Nc1ccc(S(N)(=O)=O)cc1)C(F)(F)F (stereo unspecified),i,22,-1.2%,6%,-26%,-0.1%,-0.2%,-0.7,74,-8%,11%
CN1C(=O)N(C)C(c2ccccc2Cl)C2=C1CC(C)(C)CC2=O (stereo unspecified),i,23,-1.6%,0%,-21%,-0.2%,0.4%,1.3,51,-3%,-4%
Cc1ccc(NC(=O)CSc2nccc(=O)[nH]2)c(S(=O)(=O)N2CCOCC2)c1,i,17,-4.5%,0%,-8%,0.3%,0.1%,-0.2,37,9%,-2%
CCCCNC(=O)C1CCCN1S(=O)(=O)c1cccc2nsnc12 (stereo unspecified),i,46,6.8%,1%,34%,-0.2%,0.0%,0.9,53,-3%,-4%
O=C(NNC(=O)c1ccccc1Cl)c1ccco1,i,5,-2.1%,-5%,0%,0.4%,0.1%,0.7,42,-12%,-9%
O=C(N1CCN(c2ccccc2)CC1)C(F)(F)C(F)F,i,55,9.2%,-8%,-12%,-0.1%,0.2%,-0.4,46,-5%,10%
COc1ccc(C(=O)Nc2c(-c3ccccc3)nc3ccccn23)c(OC)c1,i,58,-0.9%,0%,2%,-0.3%,0.4%,-0.8,94,-5%,-13%
CC(C)CC(=O)Nc1ccc2nn(-c3ccccc3)nc2c1,i,40,-2.3%,7%,nt,0.1%,-1.3%,4.7,54,-18%,10%
O=C(Nc1cc(S(=O)(=O)N2CCOCC2)ccc1N1CCOCC1)C1CCCO1 (stereo unspecified),i,45,-3.0%,2%,-1%,-0.5%,-0.1%,0.6,38,-6%,16%
CC(c1nnc(SCC(=O)N2CCc3ccccc32)n1-c1ccc(Cl)cc1)N(C)C (stereo unspecified),i,31,7.9%,15%,-1%,0.2%,-0.1%,0.5,52,10%,-1%

# Rows were taken by chance (roughly 0.62% active in at least one column).
